12-hLO inh = qHTS Assay for Inhibitors of 12-hLO (12-human lipoxygenase) | purified 12-hLO, xylenol orange hydroperoxide absorbance | Potency, µM (highest dose often 57.1 µM), for the others: at the top dose activity change, negative = inhibition, most hits filed as inhibitors | actives 0.12% (n = 150,000); also: potency is read from the fitted curve at half-maximal effect; nearly all actives have a fitted effect of over 55% in size; many of its hits are not listed in these tables
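Hydroperoxide output read as Fe(III)-xylenol orange absorbance, 573-to-405 nm ratio, after 30 min reaction with 40 uM arachidonic acid. Enzyme: 150 nM purified human 12hLO, 15 min compound preincubation; 25 mM Hepes pH 7.0, room temperature.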
IMPase cell inh = qHTS Assay for Identifying the Cell-Membrane Permeable IMPase Inhibitors | 120,000 tested, under 10 active | CHO-M1 cells, IP1 accumulation, HTRF TR-FRET ratio | inhibition (IP1 accumulation), % at 46.1 µM | Inositol monophosphatase 1 (Rattus norvegicus), P97697; active = well fitted curve in the direction sought with a large enough effect in the signal ratio, not every such curve was filed as active; inconclusive = small, poorly fitted or top-dose-only effect, or a change in a side signal; inactive = no such curve, though single readings can be large or run the other way; the % refers to the signal ratio;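 also: cells stimulated with carbachol in lithium chloride buffer; plate controls were DMSO basal wells for no effect and reference inhibitor wells for full effect; higher means more IMPase inhibition seen as more IP1 and lower FRET ratio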
Target sequence (P97697 whole entry, looked up): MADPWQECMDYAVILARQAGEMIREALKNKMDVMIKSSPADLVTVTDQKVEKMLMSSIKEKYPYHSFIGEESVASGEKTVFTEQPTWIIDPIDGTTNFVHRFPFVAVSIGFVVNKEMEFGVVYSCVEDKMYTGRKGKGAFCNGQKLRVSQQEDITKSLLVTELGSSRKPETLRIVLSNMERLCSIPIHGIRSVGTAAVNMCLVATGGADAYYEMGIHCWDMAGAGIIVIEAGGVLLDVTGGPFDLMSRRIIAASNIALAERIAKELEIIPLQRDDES
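Elevated IP1 in lysates lowers TR-FRET signal (665/620 ratio and 620 channel reported). Cells were CHO-M1, given carbachol (50 uM as added) plus 50mM LiCl, pH 7.4, 30 min, 37C; compounds titrated up to 46 uM; AC50 by Hill equation.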
15-hLO-2 inh = qHTS Assay for Inhibitors of 15-hLO-2 (15-human lipoxygenase 2); actives 0.56% (n = 110,000); purified 15hLO-2, xylenol orange hydroperoxide absorbance; Potency, µM (doses to about 57.1 µM), for inactives: at the highest dose activity change, negative = inhibition, actives largely listed as inhibitors; also: potency is read from the fitted curve at half-maximal effect; nearly all actives have a fitted effect of over 60% in size; many of its hits are not listed in these tables
Target sequence (O15296 whole entry, looked up): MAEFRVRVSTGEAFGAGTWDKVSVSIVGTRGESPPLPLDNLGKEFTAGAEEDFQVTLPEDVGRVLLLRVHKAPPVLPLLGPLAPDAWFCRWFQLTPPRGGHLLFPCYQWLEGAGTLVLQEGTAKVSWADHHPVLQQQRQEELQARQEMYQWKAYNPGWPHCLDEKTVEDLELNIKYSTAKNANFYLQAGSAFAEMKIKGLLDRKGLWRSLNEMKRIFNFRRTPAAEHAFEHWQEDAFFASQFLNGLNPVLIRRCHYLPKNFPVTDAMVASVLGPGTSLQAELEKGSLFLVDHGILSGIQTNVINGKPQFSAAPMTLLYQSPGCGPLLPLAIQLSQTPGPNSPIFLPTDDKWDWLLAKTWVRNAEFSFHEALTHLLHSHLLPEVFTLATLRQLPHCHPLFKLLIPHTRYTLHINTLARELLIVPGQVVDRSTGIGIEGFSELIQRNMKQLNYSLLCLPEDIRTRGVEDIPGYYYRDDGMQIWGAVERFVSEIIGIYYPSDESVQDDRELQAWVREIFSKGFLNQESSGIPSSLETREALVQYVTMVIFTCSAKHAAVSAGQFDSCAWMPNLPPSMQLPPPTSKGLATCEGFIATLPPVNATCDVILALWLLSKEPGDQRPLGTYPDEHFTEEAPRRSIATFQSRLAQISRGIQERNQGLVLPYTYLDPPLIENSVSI
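Purified human 15hLO-2 (50 nM final) preincubated with compounds 15 min at room temperature in 25 mM Hepes pH 7.5, 0.01% Triton X-100, then 45 uM arachidonic acid added for 90 min; hydroperoxide detected via ferrous/xylenol orange, 573/405 nm absorbance ratio.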
PNC assembly inh = High Content Assay for Compounds that inhibit the Assembly of the Perinucleolar Compartment; PC3M PTB-GFP, PNC prevalence imaging, 16 h; active compounds read low; activity change (PNC), negative = inhibition, % at 10 µM; actives 3.1% (n = 140,000);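 active = readout at or below -70, meaning at least 70% loss of cells showing the perinucleolar compartment, a nuclear body marking cancer cells; inconclusive = readout between -30 and a set limit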;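 also: plate controls were DMSO wells for no effect and camptothecin positive control wells for full effect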
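PC3M cells stably expressing PTB-GFP, 750–1000 cells/well, treated 16 h at 37 °C with compound (23 nl of library stock), in duplicate. After paraformaldehyde fixation and Hoechst stain, imaged at 20x; PNC prevalence scored by image analysis.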
* hit, by the source's call; ? = inconclusive; · = not tested or not shown; [ ] = remark or other dose. Unless noted, calls follow the shape of the dose curve; as a rule, active = well fitted curve in the direction sought with a large enough effect; inconclusive = small, poorly fitted or top-dose-only effect, or another doubt; inactive = no such curve, though single readings can be large; an effect the other way counts as inactive or inconclusive. Unless noted, % is scaled to controls: 0 for no effect and ±100 for the full control effect. This is a subset (hit frequency here may not be typical).

Every second line gives: 12-hLO inh	15-hLO-2 inh	PNC assembly inh	IMPase cell inh
1: O=C(O)c1cccc(Nc2ncnc3ccccc23)c1
→ 1.8%	-0.9%	53.1	3.2
2: CC(=O)C1=C(O)C(=O)N(CCc2c[nH]c3ccccc23)C1c1cccc(O)c1 (configuration not stated)
→ -1.7%	-12.3%	17.8	-1.8
3: CCn1ncc(/C=C/C(=O)NCc2cn(C)nc2C)c1C
→ 3.6%	3.2%	23.1	2.0
4: CCOC(=O)c1ccc(NC(=S)NC2CCCC2)cc1
→ -5.3%	·	-29.2	·
5: C=CCNc1nc(-c2ccccc2)nc(-n2ccnc2)n1
→ -4.6%	11.9%	16.7	2.3
6: CCCOC(=O)C1C2C=CC(C2)C1C(=O)OCC(=O)c1ccccc1 (configuration not stated)
→ -6.3%	1.5%	-8.8	-3.4
7: COc1ccccc1NC(=O)COc1ccccc1
→ -4.3%	-4.9%	40.5	-3.2
8: CCOc1ccc2c(c1)C(c1ccc(C)cc1)=NNC(c1ccc(OC)cc1)=N2
→ -7.5%	6.5%	-24.9	8.4
9: CCN(CC(=O)Nc1ccccc1Br)Cc1nc2ccccc2c(=O)[nH]1
→ 0.3%	18.8%	10.4	-3.6
10: CCOC(=O)N1CCN(S(=O)(=O)c2ccc(OC)c(Cl)c2Cl)CC1
→ -1.3%	-1.2%	17.1	5.8
11: O=C(Nc1ccc(Br)cc1)C1CC=CCC1C(=O)OCC1CCCO1 (configuration not stated)
→ -26.4%	1.3%	39.2	7.7
12: O=C(Cn1cc(C(F)(F)F)ccc1=O)N1CCN(S(=O)(=O)c2ccccc2)CC1
→ 0.9%	-1.8%	8.2	?
13: O=C(Nc1cccc2ccccc12)N1CCN(c2ccccc2)CC1
→ 2.3%	1.3%	50.0	-1.5
14: COc1ccc(C(=O)NC2CCCCC2)cc1S(=O)(=O)N1CCCC1
→ -4.5%	2.5%	-25.1	4.9
15: O=c1oc(-c2cccs2)nc2sc3c(c12)CCCCC3
→ 0.7%	3.5%	-10.3	-9.8
16: CN(CC(=O)NCc1ccncc1)S(=O)(=O)c1ccc(F)cc1
→ 2.5%	-1.0%	17.0	-2.9
17: COCCNC(=O)C(c1ccncc1)N(C(=O)Cn1nnc2ccccc21)c1ccc(OC)cc1 (configuration not stated)
→ -4.1%	-2.3%	?	5.1
18: COc1ccc(-c2nc(C(N)=O)c3[nH]c(=O)n(-c4cccc(C)c4)c3n2)c(OC)c1
→ -8.7%	-4.7%	?	-0.2
19: O=C1C=C(c2ccccc2)CC(/C=C/c2ccccc2)C1 (configuration not stated)
→ -0.6%	·	64.3	·
20: Fc1ccccc1N1CCN(C2CCN(Cc3c[nH]c4ccccc34)CC2)CC1
→ 0.0%	45.0%[activator]	-24.8	6.8
21: CC(=O)NC(CCS(C)(=O)=O)C(=O)Nc1cccc(Cl)c1Cl (configuration not stated)
→ 0.2%	-2.4%	-26.0	4.4
22: CCN(CC)S(=O)(=O)c1ccc(C)c(NC(=O)CSc2nc3ccc(C)cc3[nH]2)c1
→ -3.8%	·	?	·
23: COc1cccc(NC(=O)Nc2ccc3c(c2)nnn3C)c1
→ 1.8%	·	?	?
24: Cn1c(=N)n(CC(O)c2ccco2)c2ccccc21 (configuration not stated)
→ 4.0%	2.0%	6.5	3.3
25: COCCCN1C(=O)C(O)=C(C(C)=O)C1c1ccccn1 (configuration not stated)
→ 2.8%	-2.6%	?	-10.3
26: CC(=O)N1CCc2cc(S(=O)(=O)CCC(=O)N3CCc4ccccc4C3)ccc21
→ -2.2%	-1.4%	-13.1	2.9
27: c1ccc(CCSc2ncnc3nc[nH]c23)cc1
→ -1.7%	·	26.4	·
28: N/C(=N\OC(=O)c1ccco1)c1ccccc1
→ -0.9%	·	-29.3	2.2
29: CC1CCCCN1S(=O)(=O)c1ccc(S(=O)(=O)N(Cc2ccccc2)Cc2ccco2)cc1 (configuration not stated)
→ 5.4%	·	-100.0*	-8.1
30: CC(C)(C)NC(=O)NC(=O)COC(=O)c1cccc(F)c1
→ -0.3%	·	49.0	·
31: O=C(NCCC1=CCCCC1)C(=O)NCC(c1ccco1)N1CCN(c2ccccc2)CC1 (configuration not stated)
→ -2.6%	·	25.2	·
32: O=C(c1cccc(F)c1)N1CCC2(CCCN(c3ccccn3)C2)CC1
→ 1.4%	2.9%	·	·
33: CCOC(=O)c1sc(NC(=O)c2cc3n(n2)C(C(F)(F)F)CC(c2ccccc2)N3)c(C(=O)OCC)c1C (configuration not stated)
→ -1.1%	11.4%	-26.2	?
34: Nc1ncnc2nc(-c3ccc(C[P+](c4ccccc4)(c4ccccc4)c4ccccc4)cc3)[nH]c12
→ 3.2%[11.4 µM]	36.6%[activator][11.4 µM]	·	·
35: Cc1ccc(C)c(SCC(=O)OCC(=O)c2ccco2)c1
→ -12.9%	17.1%	6.0	-2.2
36: COc1ccc(CNc2oc(C)nc2C#N)cc1
→ -2.9%	·	?	-18.4
37: CCCc1ccc(-c2ccc(/C=C/C(=O)O)cc2)nc1
→ 0.4%	·	61.5	·
38: CCn1c(SCC(=O)NCc2ccc3c(c2)OCO3)nnc1-c1c[nH]c2ccccc12
→ -5.6%	·	-27.0	10.1
39: CSc1nc2ccc3nc(NC(=O)c4ccc(C)cc4)sc3c2s1
→ -0.8%	-0.6%	24.9	-10.3
40: Cc1cccc(-n2ccnc2SCC(=O)Nc2nccs2)c1C
→ 0.8%	9.8%	-26.7	-0.7
41: Cc1cc(C(=O)Cn2nnc3ccccc3c2=O)c(C)n1Cc1cccs1
→ -2.9%	2.4%	4.9	-4.5
42: COc1cc(NC(=O)COC(=O)c2cc(S(=O)(=O)N3CCCCC3)ccc2Cl)c(C)cc1[N+](=O)[O-]
→ 11.2%	·	?	·
43: CCCC1CC(C)(c2csc(Nc3ccc(OCC)cc3)n2)OC1=O (configuration not stated)
→ -6.9%	·	?	5.7
44: CCOc1ccccc1C(=O)N1CCN=C1SCc1cccnc1
→ -1.3%	-4.2%	6.7	-0.2
45: CC(=O)Oc1ccc2c(c1)Oc1cc(OC(C)=O)ccc1C21OC(=O)c2ccccc21
→ -3.7%	·	-100.0*	5.2
46: COc1cc(OC)cc(-c2nc3ccccc3c(=O)n2OC(=O)c2ccccc2C)c1
→ -6.6%	·	-22.4	-3.9
47: O=C(NCc1ccc2c(c1)OCO2)c1ccc(COc2cc(Cl)ccc2Cl)o1
→ -9.3%	-0.2%	22.3	8.0
48: O=C(NCC1COc2ccccc2O1)c1ccccc1 (configuration not stated)
→ 0.5%	-5.4%	-21.2	-16.5
49: CCc1cc(=O)oc2cc(OCC(=O)N3CCCc4ccccc43)ccc12
→ -4.8%	·	30.2	2.3
50: CC(C)C(=O)Nc1sc2c(c1-c1nc3ccccc3[nH]1)CCCC2
→ -1.2%	3.0%	?	-0.3
51: CSc1nc(-c2ccc(C)cc2)nc(C(Cl)Cl)n1
→ -1.0%	-7.6%	-106.0*	-4.2
52: Cc1cc(C)nc(N2CCN(c3ncnc4c3oc3ccccc34)CC2)n1
→ 0.3%	1.8%	-113.7*	-4.9
53: Cc1ccc(-c2cc(C(=O)Nc3nn[nH]n3)c3ccccc3n2)cc1
→ -0.4%	-8.5%	-3.8	0.6
54: COc1ccc2[nH]cc(CCNc3ncncc3-c3ccc(N(C)C)cc3)c2c1
→ 10.4%	41.1%[activator]	·	·
55: C[C@H](NC[C@H](O)CP(=O)(O)Cc1ccccc1)c1ccc(Cl)c(Cl)c1
→ -2.3%	11.3%	·	-0.4
56: CCNC(=S)NNC(=O)c1ccccc1OC(F)F
→ -3.8%	-5.2%	33.6	-0.9
57: O=C(COC(=O)C1CCCN1C(=O)C12CC3CC(CC(C3)C1)C2)c1ccc(Br)cc1 (configuration not stated)
→ -2.6%	·	?	2.5
58: OC[C@@H]1[C@@H](c2ccc(F)cc2)C(c2ccccc2)=NN1c1ccccc1
→ -5.2%[0.00818 µM]	-16.0%[0.0915 µM]	·	·
59: CC1(C)NC(=O)N(CC(O)COc2ccccc2-c2ccccc2)C1=O (configuration not stated)
→ -5.9%	4.4%	9.1	4.8
60: COc1cc(C2C=C(C34CC5CC(CC(C5)C3)C4)NC(=S)N2)cc(OC)c1OC (configuration not stated)
→ 11.2µM*	-26.8%	-17.3	7.3

11 of the compounds above, bar-delimited:
entry | smiles | 12-hLO inh | 15-hLO-2 inh | PNC assembly inh | IMPase cell inh
42 | COc1cc(NC(=O)COC(=O)c2cc(S(=O)(=O)N3CCCCC3)ccc2Cl)c(C)cc1[N+](=O)[O-] | 11.2% | · | ? | ·
43 | CCCC1CC(C)(c2csc(Nc3ccc(OCC)cc3)n2)OC1=O (configuration not stated) | -6.9% | · | ? | 5.7
44 | CCOc1ccccc1C(=O)N1CCN=C1SCc1cccnc1 | -1.3% | -4.2% | 6.7 | -0.2
45 | CC(=O)Oc1ccc2c(c1)Oc1cc(OC(C)=O)ccc1C21OC(=O)c2ccccc21 | -3.7% | · | -100.0* | 5.2
46 | COc1cc(OC)cc(-c2nc3ccccc3c(=O)n2OC(=O)c2ccccc2C)c1 | -6.6% | · | -22.4 | -3.9
47 | O=C(NCc1ccc2c(c1)OCO2)c1ccc(COc2cc(Cl)ccc2Cl)o1 | -9.3% | -0.2% | 22.3 | 8.0
48 | O=C(NCC1COc2ccccc2O1)c1ccccc1 (configuration not stated) | 0.5% | -5.4% | -21.2 | -16.5
49 | CCc1cc(=O)oc2cc(OCC(=O)N3CCCc4ccccc43)ccc12 | -4.8% | · | 30.2 | 2.3
50 | CC(C)C(=O)Nc1sc2c(c1-c1nc3ccccc3[nH]1)CCCC2 | -1.2% | 3.0% | ? | -0.3
51 | CSc1nc(-c2ccc(C)cc2)nc(C(Cl)Cl)n1 | -1.0% | -7.6% | -106.0* | -4.2
52 | Cc1cc(C)nc(N2CCN(c3ncnc4c3oc3ccccc34)CC2)n1 | 0.3% | 1.8% | -113.7* | -4.9

Continued.
Every second line gives: 12-hLO inh	15-hLO-2 inh	PNC assembly inh	IMPase cell inh
61: COc1cc(-c2nc(S(=O)(=O)c3ccc(C)cc3)c(N3CCOCC3)o2)cc(OC)c1OC
→ -0.1%	-1.5%	?	-3.4
62: Cc1cc(C)cc(-n2c(N)c(C(=O)Nc3c(C)n(C)n(-c4ccccc4)c3=O)c3nc4ccccc4nc32)c1
→ -5.0%	·	84.8	-3.2
63: CC1(C)Cc2c(sc3c4nnnn4c4nnnn4c23)CO1
→ 3.0%	-14.4%	-14.6	0.0
64: O=C1C[C@H](c2ccccc2)Oc2cc(O)cc(O)c21
→ -2.8%	-6.1%	·	-3.5
65: O=C(Nc1cc(C(F)(F)F)ccc1N1CCCCC1)c1ccco1
→ 0.7%	4.4%	-29.0	3.7
66: Cc1ccccc1NC(=S)N1CCOCC1
→ -1.5%	·	0.9	·
67: CCC(C)n1c(=S)[nH]c2c(sc3ccc([N+](=O)[O-])cc32)c1=O (configuration not stated)
→ -0.1%	·	-15.0	·
68: Cc1cc(C(=O)N/N=C\c2ccc(COc3ccc([N+](=O)[O-])cc3)o2)ccc1[N+](=O)[O-]
→ -1.2%	-6.1%	?	-3.3
69: c1ccc(CCN2CCN(c3ncnc4c3cnn4-c3ccccc3)CC2)cc1
→ -7.3%	6.8%	44.9	9.6
70: Cc1cc(C)n2ncc(C(=O)NCc3ccccc3)c2n1
→ 14.4%	-11.5%	?	-5.4
71: CCCCn1c(NCc2ccc3c(c2)OCO3)nc2ccccc21
→ -21.2%	·	23.6	4.4
72: Cc1cc(Br)ccc1SCC(=O)OCC(=O)Nc1ccccc1C#N
→ -4.8%	·	-14.4	4.1
73: CC(NC(=O)c1cccnc1)C(c1ccccc1)N1CCN(C)CC1 (configuration not stated)
→ 8.6%	5.2%	-15.7	4.4
74: O=C(COC(=O)COc1ccc(Br)cc1)Nc1cccnc1Cl
→ -5.2%	·	47.4	·

Source: PubChem (National Center for Advancing Translational Sciences (NCATS))
